TMEM16A inh: blocks the mouse calcium-activated chloride channel TMEM16A | AID 588511 | HEK293 TMEM16A/YFP iodide influx fluorescence, ionomycin | normalized B-score (activity score, 25-100; higher = stronger inhibition) at 10 µM | 310,000 tested, 1.2% active;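 active means ratio plate-corrected score three or more library SD toward inhibition, starting fluorescence score within five deviations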;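 further: score derived from kinetic fluorescence span divided by baseline fluorescence per well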
KCNQ1 inh: inhibitors of human KCNQ1 potassium channel; 310,000 tested, 1.3% active; B-score at 10 µM; P51787; CHO-K1 KCNQ1, FluxOR thallium flux fluorescence; active compounds read high;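 active means compounds whose thallium flux B-score, printed positive for inhibition, exceeds three library SD while starting fluorescence stays within three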;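 further: channel opened by potassium depolarization with thallium stimulus after 20 min compound exposure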
TRPC4 agonist: activators of mouse TRPC4 channel; Q9QUQ5; HEK293 TRPC4beta/mu-opioid, Fluo4 calcium fluorescence; active compounds read high; B-score at 10 µM; 310,000 tested, 0.49% active; AID 2237;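 active means B-score above 5 SD of library B-scores, and initial fluorescence ratio not above library mean plus 5 SD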;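 further: positive B-score marks a calcium rise read as TRPC4 activation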
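Incubation: 45 min room-temperature Fluo4 loading, 110 s read / System: HEK293 cells stably co-expressing mouse TRPC4beta and mu-opioid receptor / Signal: Fluo4 fluorescence, kinetic / Control set: buffer (low) and maximal DAMGO (high) / Measure: integrated baseline-normalised fluorescence ratio, converted to per-well B score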
KCNQ1 act: potentiates or activates the human KCNQ1 potassium channel | P51787 | 310,000 tested, 0.35% active | CHO-K1 KCNQ1, thallium flux FluxOR fluorescence; active compounds read high | B-score at 10 µM;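 active means fluorescence ratio B-score, a plate-corrected score, at least three library SD, with initial intensity B-score within 5 SD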
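Material: CHO-K1 cells stably expressing KCNQ1. Medium: assay buffer for compound exposure, DMSO matched across wells. Reagent: K+/Tl+ depolarizing stimulus. Compound dosing: single-concentration screen. Times: 37 °C overnight plating, 90-min dark dye load, 20-min compound pretreatment. Technique: FluxOR Tl+ flux fluorescence.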
HDAC3 inhib: inhibitors of human histone deacetylase 3 | O15379 | recombinant HDAC3, fluorogenic peptide/trypsin coupled, fluorescence | inhibition, % at 8.3 µM | 320,000 tested, 0.15% active; in the data active means inhibition above about 26%, passing the limit was not always enough
hERG protect: shields human hERG channel from block by proarrhythmic agents; 310,000 tested, 0.51% active; AID 1511; activation (rescue from dofetilide block), less the hit threshold, % at 10 µM; Q12809; CHO-hERG, FluxOR thallium flux, dofetilide IC70 present;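 active means activation above the mean of controls blocked by dofetilide plus 5 SD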;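 further: thallium influx through hERG after potassium depolarization seen as dye fluorescence rise; in these data hits start at about 4.7%; inactives centre near -7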
Target sequence (Q12809 whole entry, looked up): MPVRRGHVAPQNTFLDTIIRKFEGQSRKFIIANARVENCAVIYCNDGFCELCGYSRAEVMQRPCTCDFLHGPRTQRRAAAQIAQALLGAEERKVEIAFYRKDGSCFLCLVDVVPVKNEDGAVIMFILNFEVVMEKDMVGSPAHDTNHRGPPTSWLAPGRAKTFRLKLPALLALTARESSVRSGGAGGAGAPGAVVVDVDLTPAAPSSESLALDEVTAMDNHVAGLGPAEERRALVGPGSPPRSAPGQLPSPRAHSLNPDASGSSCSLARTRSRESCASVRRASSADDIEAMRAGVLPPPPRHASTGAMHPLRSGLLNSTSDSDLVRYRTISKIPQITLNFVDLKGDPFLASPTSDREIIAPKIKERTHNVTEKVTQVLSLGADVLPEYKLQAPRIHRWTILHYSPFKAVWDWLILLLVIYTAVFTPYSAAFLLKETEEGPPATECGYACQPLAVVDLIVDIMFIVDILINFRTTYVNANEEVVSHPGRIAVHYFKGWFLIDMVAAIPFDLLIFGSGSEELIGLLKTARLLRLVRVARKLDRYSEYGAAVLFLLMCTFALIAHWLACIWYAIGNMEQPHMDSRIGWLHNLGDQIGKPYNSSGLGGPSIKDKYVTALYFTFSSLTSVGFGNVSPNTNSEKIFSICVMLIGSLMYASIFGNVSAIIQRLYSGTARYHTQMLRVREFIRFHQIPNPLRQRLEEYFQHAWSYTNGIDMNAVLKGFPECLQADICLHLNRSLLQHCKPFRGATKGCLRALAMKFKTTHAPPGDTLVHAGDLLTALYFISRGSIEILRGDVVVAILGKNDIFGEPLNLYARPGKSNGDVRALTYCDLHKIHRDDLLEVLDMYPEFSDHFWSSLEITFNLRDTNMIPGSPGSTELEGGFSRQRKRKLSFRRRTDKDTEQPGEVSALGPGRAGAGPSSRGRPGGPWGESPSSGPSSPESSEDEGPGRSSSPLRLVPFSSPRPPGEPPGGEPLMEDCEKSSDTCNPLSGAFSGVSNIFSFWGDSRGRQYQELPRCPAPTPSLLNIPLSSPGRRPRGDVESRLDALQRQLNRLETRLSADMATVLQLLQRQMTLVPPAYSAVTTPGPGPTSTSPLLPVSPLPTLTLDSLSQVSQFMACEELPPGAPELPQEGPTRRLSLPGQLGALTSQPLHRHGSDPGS
TRPC4 PAM: allosteric potentiators of mouse TRPC4 channel | Q9QUQ5 | HEK293 TRPC4beta/mu-opioid, DAMGO EC20, Fluo-4 Ca2+ flux; active compounds read high | B-score at 10 µM | 310,000 tested, 0.42% active | AID 2227;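 active means B-score of calcium response area above 5 SD of library B-scores, with initial fluorescence ratio within 5 SD of library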;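 further: B-score of integrated fluorescence ratio over time as area under calcium response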
KCNK9 block: blocks the human KCNK9 two-pore domain potassium channel | B-score at 10 µM | Q9NPC2 | HEK293 KCNK9, FluxOR thallium flux fluorescence; active compounds read low | 310,000 tested, 1.2% active;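 active means ratio B-score over 3 SD below the library mean, with starting fluorescence within 5 SD of its mean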;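 further: negative B-score means less thallium flux so channel inhibition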
Dyrk1A ADPGlo: Dyrk1A (rat) kinase inhibition | Q63470 | ADP-Glo luminescence, NFATc1 peptide | inhibition, % at 12.5 µM | 310,000 tested, 0.43% active; in the data active means inhibition above about 50%;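 further: plate controls were vehicle with enzyme for no effect and no enzyme for full effect; many of its hits are not listed in these tables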
KCNK3 block: human KCNK3 channel inhibition, primary screen; B-score at 10 µM; 340,000 tested, 0.84% active; O14649; CHO-KCNK3 thallium flux, FluxOR fluorescence; active compounds read low; AID 602410;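 active means B-score under library mean minus 4 SD, starting fluorescence ratio at most library mean plus 5 SD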;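 further: more negative B-score means stronger inhibition of thallium flux through KCNK3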
TMEM16A act: mouse TMEM16A channel activation, primary screen | HEK293 TMEM16A/YFP-H148Q/I152L, iodide quench fluorescence; active compounds read low | B-score at 10 µM | AID 623877 | 340,000 tested, 0.3% active | Q8BHY3;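 active means fluorescence-ratio B-score plate-corrected deviation score at least 3 library SD below zero, with starting fluorescence score within 5 deviations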;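 further: channel opened by trigger with iodide after compound preincubation; score built on the fluorescence ratio of max minus min over baseline; more negative score means more quench and so TMEM16A activation or potentiation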
Active calls of the source: *; i = inactive; . = not tested or not shown. This is a subset; the hit share may differ from the screen's.

SMILES	TMEM16A inh	KCNQ1 inh	TRPC4 agonist	KCNQ1 act	HDAC3 inhib	hERG protect	TRPC4 PAM	KCNK9 block	Dyrk1A ADPGlo	KCNK3 block	TMEM16A act
CN(CC(=O)NCc1ccc(F)cc1)CC(=O)Nc1ccc(Cl)c(C(F)(F)F)c1	100*	8*	i	i	6.3	-16.6	i	i	10.6	-11*	i
C/C(=N\NC(=O)C(O)c1ccccc1)c1ccc(C)s1 (stereo not given)	i	i	i	i	-5.7	-5.5	i	i	-7.7	i	i
CC(=O)Oc1ccc2c(=O)oc(-c3ccccc3)nc2c1	i	i	i	i	0.0	-7.1	i	i	-1.3	i	i
Cc1cccc(NC(=O)Nc2ccccc2)n1	i	i	i	i	-3.1	-4.5	i	i	2.2	i	i
CN(C)c1nc(N2CCOCC2)nc(N(c2ccccc2)c2ccccc2)n1	.	i	i	i	.	-7.2	i	i	-2.2	i	i
O=C(N/N=C/c1ccoc1)c1cc(Br)ccc1O	i	i	i	i	.	-8.7	i	i	-1.5	i	i
COCCn1c(SCC(=O)NCc2ccco2)nc2cccnc21	i	i	i	i	-3.8	-10.6	i	i	-2.0	i	i
Cn1[nH]c(CSc2ccc(Cl)cc2)cc1=O	i	i	i	i	.	-0.4	i	i	-6.2	i	i
CCOC(=O)C1CCN(C(=O)c2cc(S(=O)(=O)N3CCc4ccccc43)ccc2OC)CC1	i	i	i	i	2.2	-12.5	i	i	.	i	i
CC1CCCCC1NC(=S)NC(=O)c1sc2ccccc2c1Cl (stereo not given)	i	i	i	9*	1.2	7.2*	i	i	.	i	i
CCc1ccc(NC(=O)Cn2c3[n+](c4c(F)c(F)ccc42)CCCCC3)cc1	i	i	i	i	9.6	-12.6	i	i	0.7	i	i
CN(C)C(=O)c1cn(-c2ccccc2)nc1-c1cc2ccccc2oc1=O	i	i	i	i	-6.0	-4.0	i	i	5.0	i	i
CC(C)(C)NS(=O)(=O)c1ccc(CCC(=O)O)cc1	i	i	i	i	1.2	-1.6	i	i	-2.0	i	i
COc1ccc(NC(=O)CCCc2ccc(OC)c(C)c2)cc1	i	i	i	i	-1.1	-2.7	i	i	-0.7	i	i
O=C(CSc1ccccn1)Nc1ccc(Cl)cn1	i	i	i	i	13.7	-8.0	i	i	1.3	i	i
O=C(NCCOC(=O)c1ccc(C(=O)OCCNC(=O)c2cccnc2)s1)c1cccnc1	i	i	i	i	-6.0	-15.8	i	i	6.9	i	i
CCc1nnc(NC(=O)CSc2nnc(C)c(=O)n2N)s1	i	i	i	i	3.2	-6.7	i	i	-2.0	i	i
Cc1ccnc(NS(=O)(=O)c2ccc(N3C(=O)Nc4ccccc4N3O)cc2)c1	i	i	i	i	-3.5	-2.4	i	i	2.3	i	i
O=C1CCCc2[nH]c(-c3ccccc3)nc21	i	i	i	i	0.3	-19.6	i	i	10.7	i	i
Cc1ccc(OCC(=O)Nc2cc(S(=O)(=O)N3CCOCC3)ccc2Cl)c([N+](=O)[O-])n1	i	i	i	i	-2.5	-13.7	i	i	0.5	i	i

Record cards (already shown). Order of values: TMEM16A inh, KCNQ1 inh, TRPC4 agonist, KCNQ1 act, HDAC3 inhib, hERG protect, TRPC4 PAM, KCNK9 block, Dyrk1A ADPGlo, KCNK3 block, TMEM16A act
Listed for CCOC(=O)C1CCN(C(=O)c2cc(S(=O)(=O)N3CCc4ccccc43)ccc2OC)CC1 = i, i, i, i, 2.2, -12.5, i, i, ., i, i
Listed for CC(=O)Oc1ccc2c(=O)oc(-c3ccccc3)nc2c1 = i, i, i, i, 0.0, -7.1, i, i, -1.3, i, i

(list continues)
SMILES	TMEM16A inh	KCNQ1 inh	TRPC4 agonist	KCNQ1 act	HDAC3 inhib	hERG protect	TRPC4 PAM	KCNK9 block	Dyrk1A ADPGlo	KCNK3 block	TMEM16A act
Cc1cccc(NC(=O)c2cc3ccccc3o2)c1	i	i	i	i	3.1	-10.1	i	i	2.1	i	i
COc1cc(OC)c(S(=O)(=O)NC(C)C)cc1S(=O)(=O)NC(C)C	i	i	i	i	10.2	-5.2	i	i	0.1	i	i
CCOC(=O)c1ccccc1NC(=O)CSc1nc(N)cc(N)n1	i	i	i	i	-8.2	-9.4	i	i	2.7	i	i
O=C(CSc1ncnc2ccccc12)Nc1ccc2c(c1)OCCO2	i	i	i	i	-2.5	-17.9	i	i	.	i	i
O=C(NC1CCN(Cc2ccccc2)CC1)c1ccc2c(c1)OCCCO2	i	i	i	i	0.6	-7.2	i	i	-8.5	i	i
CCN(CC(=O)Nc1ccc2c(c1)OCCO2)C(=O)/C=C/c1ccc(OC)c(OC)c1	i	i	i	i	3.6	-13.7	i	i	14.5	i	i
Nc1ccccc1C(=O)NC12CC3CC(CC(C3)C1)C2	i	i	i	i	-15.3	-0.3	i	i	.	i	i
O=C(NC1CC(=O)N(c2cccc(F)c2)C1)C(=O)c1c[nH]c2ccccc12 (stereo not given)	i	i	i	i	4.0	-2.9	i	i	0.4	i	i
O=C(NNC(=O)C1CCN(S(=O)(=O)c2ccc(Cl)cc2)CC1)c1ccncc1	i	i	i	i	3.0	-1.6	i	i	2.0	i	i
CC(C)CCn1c(CN2CC(C)OC(C)C2)nc2c1c(=O)n(C)c(=O)n2C (stereo not given)	i	i	i	i	2.9	-7.1	i	i	-1.3	i	i
CCn1c(COc2ccc(Cl)cc2)nnc1SC1CCc2ccccc2C1=O (stereo not given)	i	i	i	i	-7.1	-5.1	i	i	-0.4	i	i
O=c1c2ccccc2nc(-c2ccco2)n1/N=C/c1ccccc1O	i	i	i	i	-4.1	-9.3	i	i	-0.1	i	i
CN(C)c1ccc(NC(=O)C(=O)NCCOc2ccccc2)cc1	i	i	i	i	6.6	-12.5	i	i	-7.8	i	i
Cc1ccccc1NC(=S)NCC1CCN(C(C)c2ccccc2)C1 (stereo not given)	i	i	i	i	-3.2	-13.0	i	i	-2.2	i	i
CCCCOc1ccc(C(O)C(CN2CCOCC2)c2ccccc2)cc1 (stereo not given)	i	i	i	i	.	-13.1	i	i	-6.8	i	i
COC(=O)CC1=NN(c2ccccc2)C(=O)/C1=C\c1ccc(OC)cc1	i	i	i	i	10.7	-10.1	i	i	-4.9	i	i
Cc1ccc(C(=O)Nc2nc3ccc(S(C)(=O)=O)cc3s2)cc1C	i	i	i	i	3.5	-4.8	i	i	1.2	i	i
O=C1C2C3C=CC(C4CC34)C2C(=O)N1c1cccc2ccccc12 (stereo not given)	i	i	i	i	-5.6	-5.4	i	i	-2.3	i	i
CCCn1nnnc1SCC(=O)Nc1ccc(F)cc1	i	i	i	i	-1.4	-10.8	i	i	23.1	i	.
CSc1sc(-c2nnc(SCC(=O)Nc3ccc(Cl)cc3)n2C)c2c1C=CCC2	i	i	i	i	0.4	-7.5	i	i	.	i	i
C/C(=N\NC1=N[C@H]2CS(=O)(=O)C[C@H]2S1)c1ccccc1	i	i	i	i	.	-6.9	i	i	.	i	i
Cc1cc(C)c(C)c(S(=O)(=O)NCC(=O)Nc2ccccc2F)c1C	.	i	i	i	.	-6.5	i	i	-4.7	i	i
CCN1CCN(C(=O)Nc2cc(Cl)ccc2OC)CC1	i	i	i	i	-1.5	-9.8	i	i	4.6	i	i
Cc1ccc(S(=O)(=O)N2C(=O)CCC2C(=O)O/N=C(\N)c2ccccc2)cc1 (stereo not given)	i	i	i	i	-0.9	-10.1	i	i	-0.8	i	i
CN(C)c1cccc(C(=O)OC(C(=O)Nc2ccc(Cl)cc2C(F)(F)F)c2ccccc2)c1 (stereo not given)	i	i	i	i	-4.8	-12.6	i	i	-0.6	i	i
Cc1ccc(C)c(Cn2c(=O)n(CCC(=O)NCc3ccco3)c(=O)c3ccccc32)c1	i	i	i	i	3.1	-3.6	i	i	0.1	i	i
NC(=O)c1ccc(NCCc2ccccc2)c([N+](=O)[O-])c1	i	i	i	i	5.5	-5.1	i	i	3.4	i	i
O=C(c1ccc(Cl)c(Cl)c1)N1CCOCC1	i	i	i	i	2.2	-6.4	i	i	1.2	i	i
O=C(CSc1ccc(Cl)cc1)Nc1ncccn1	i	i	i	i	6.8	-7.9	i	i	-3.8	i	i
CN(C)S(=O)(=O)c1ccc(NC(=O)N2CCN(c3cccc(C(F)(F)F)c3)CC2)cc1	i	i	i	i	12.0	-8.3	i	i	-0.9	i	i
Cc1ccc(-n2nc(-c3cccnc3)cc2C(=O)N2CCOCC2)c(C)c1	i	i	i	i	0.8	-4.3	i	i	0.2	i	i
Cc1cc(C)cc(OC(=O)CS(=O)c2ccc(C(F)(F)F)cc2[N+](=O)[O-])c1 (stereo not given)	i	i	i	i	4.5	-16.8	i	i	-5.5	i	i
C=COC(=O)c1sc2nc(C)cc(C)c2c1N	i	i	i	i	-4.8	-5.0	i	i	11.7	i	i
COc1ccc(C2CC(c3ccccc3)Nc3ncnn32)cc1 (stereo not given)	i	i	i	i	2.1	0.1	i	i	14.5	i	i
COc1cc(CNCc2ccc(OC)cc2OC)cc(OC)c1	i	i	i	i	-5.9	-5.6	i	i	5.2	i	i
Cc1ccc(C(=O)N/C(=C\c2ccccc2)C(=O)NCCN2CCOCC2)cc1	i	i	i	i	9.6	-2.4	i	i	-6.2	i	i
COc1ccc(NC(=O)N2CCN(c3ccc([N+](=O)[O-])cc3)CC2)cc1OC	i	i	i	i	13.5	0.3	i	i	-2.5	i	i
CCOC(=O)C1CCN(S(=O)(=O)c2ccc(-c3nc4ccccc4s3)s2)CC1	i	i	i	i	12.4	1.6	i	i	.	.	.
COc1ccccc1NC(=O)c1ccc2c(c1)nnn2C	i	i	i	i	-4.8	-6.5	i	i	-0.7	i	i
CN(C)c1ccc(CNC(=O)c2cc(S(=O)(=O)N3CCCC3)cn2C)cc1	i	i	i	i	.	-11.1	i	i	0.9	i	i
Cc1ccc(-c2nc(-c3cccnc3)no2)c(C)c1	i	i	i	i	-6.1	-11.8	i	i	12.6	i	i
COc1ccc2nc(N=NC3=C(O)CC(C)(C)CC3=O)sc2c1	i	i	i	i	7.9	-2.4	i	i	8.2	i	i
Cc1cc(=O)oc2ccc(OCC(=O)N3CCc4ccccc43)cc12	i	i	i	i	-4.9	-1.8	i	i	-5.9	i	i
CCOc1ccc(NC(=S)Nc2cc(C)[nH]n2)cc1	i	i	i	i	-0.7	-9.8	i	i	.	i	i
COc1cc(/C=C/C(=O)c2ccc(C)cc2)ccc1OCC#N	i	i	i	i	2.7	-6.9	i	i	3.4	i	i
COc1ccc(NC(=S)N(CCc2ccc(OC)c(OC)c2)Cc2ccccn2)cc1	i	i	i	i	1.1	-14.5	i	i	-5.7	i	i

Assay outcomes as filed in PubChem BioAssay.
